# PglD DTNB = C. jejuni PglD acetyltransferase inhibitors, primary screen, biochemical, DTNB colorimetric, single point. AID 602405, 2012. purified PglD enzyme, DTNB colorimetric CoA detection. hit rate 0.098% among 360,000. inhibition, % at 12.5 µM. UDP-N-acetylbacillosamine N-acetyltransferase PglD (Campylobacter jejuni); in the data active means inhibition above about 16%, passing the limit was not always enough; further: strong numbers were not always called active
# FN deposit inh = inhibitors of fibronectin matrix deposition, primary screen, AH1F cells, Alexa488-fibronectin fluorescence, plate reader; inhibition, % at 12.6 µM; AH1F fibroblasts, overnight; hit rate 0.086% among 350,000;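 active means mean inhibition across replicates of 30% or more, regardless of how many single replicates reach that level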;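 further: positive control wells lacked labelled fibronectin entirely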
#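 Assay system: AH1F fibroblasts assembling fluorescent fibronectin matrix; Amount: 10000 AH1F cells per well; Buffer or medium: DMEM, 2% serum; Probe or stimulus: Alexa488-fibronectin, 24 nM final in well; Doses: single compound dose, delivered by pin transfer; Incubation: 1 h adhesion, overnight exposure; Measured by: fluorescence 485/525 nm; Read-out: fibronectin deposition inhibition.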
# PGC1a acetyl inh = inhibitors of PGC1a acetylation signal, primary screen, cell-based, U2OS, AlphaScreen, inhibitor mode; AlphaScreen anti-acetyl-lysine; with virally co-expressed GCN5 acetyltransferase; inhibition, % at 15.6 µM; hit rate 0.17% among 350,000; AID 651687, 2012;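 active means every replicate shows inhibition of at least 40%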;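 further: 0% = neutral control wells and 100% = positive control wells; some results beyond the cut were filed as inactive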
# EWS-Fli inh = EWS/Fli-driven NR0B1 reporter inhibitors, primary screen, A673 cells, NR0B1 luciferase, luminescence, MLPCN library. viability-normalised. inhibition, % at 12.6 µM. hit rate 0.67% among 350,000. AID 651661, 2012;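 active means mean inhibition of at least 50% after viability correction, with every replicate also passing that limit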;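 further: firefly luciferase signal divided by Alamar Blue viability fluorescence both relative to DMSO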
# ERAP1 HTS inh = human ERAP1 aminopeptidase inhibitors, primary screen, biochemical, single point, plate reader | Endoplasmic reticulum aminopeptidase 1 (Homo sapiens), Q9NZ08 | recombinant ERAP1, Leu-AMC fluorescence, 60 min | inhibition, % at 10.7 µM | hit rate 0.15% among 340,000;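 active means mean replicate inhibition of at least 30%, or all replicates individually reaching that 30% level; inactive means mean below 30% and not every replicate reaching it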;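 further: 0% = neutral control wells and 100% = L-leucinethiol positive control wells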
# Target sequence (Q9NZ08 whole entry, looked up): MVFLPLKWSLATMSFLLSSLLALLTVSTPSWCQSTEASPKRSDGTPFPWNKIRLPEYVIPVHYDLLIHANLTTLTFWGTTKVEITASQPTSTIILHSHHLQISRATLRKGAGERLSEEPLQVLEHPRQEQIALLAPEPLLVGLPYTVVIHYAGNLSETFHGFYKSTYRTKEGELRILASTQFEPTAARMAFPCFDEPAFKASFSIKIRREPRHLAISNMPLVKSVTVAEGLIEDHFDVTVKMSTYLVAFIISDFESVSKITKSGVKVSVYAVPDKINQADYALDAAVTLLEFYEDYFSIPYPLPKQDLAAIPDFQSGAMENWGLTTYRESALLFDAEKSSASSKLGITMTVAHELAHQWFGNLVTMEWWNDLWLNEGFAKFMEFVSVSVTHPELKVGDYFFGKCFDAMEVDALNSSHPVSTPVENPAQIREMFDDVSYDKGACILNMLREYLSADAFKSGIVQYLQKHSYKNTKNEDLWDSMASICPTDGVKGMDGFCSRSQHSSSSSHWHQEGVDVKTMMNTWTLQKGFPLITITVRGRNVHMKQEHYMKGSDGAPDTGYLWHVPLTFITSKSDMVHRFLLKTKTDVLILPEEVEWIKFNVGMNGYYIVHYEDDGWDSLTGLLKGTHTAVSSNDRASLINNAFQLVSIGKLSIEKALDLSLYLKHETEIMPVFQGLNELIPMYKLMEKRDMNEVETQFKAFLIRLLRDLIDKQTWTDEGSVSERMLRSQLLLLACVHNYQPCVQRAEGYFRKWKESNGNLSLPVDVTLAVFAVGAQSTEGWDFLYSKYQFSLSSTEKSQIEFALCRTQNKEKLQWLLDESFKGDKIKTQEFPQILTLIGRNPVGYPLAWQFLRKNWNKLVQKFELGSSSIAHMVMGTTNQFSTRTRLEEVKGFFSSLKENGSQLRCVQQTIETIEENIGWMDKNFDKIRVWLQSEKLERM
# S100A4 inh HTS = inhibitors of S100A4-myosin IIA peptide binding, primary screen, biochemical, fluorescence polarization, TAMRA-MyoIIA peptide. hit rate 0.14% among 360,000. Protein S100-A4 (Homo sapiens), P26447. inhibition, % at 10.7 µM;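 active means mean inhibition of at least 70% across replicates, with every replicate also reaching that level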
# Target sequence (P26447 whole entry, looked up): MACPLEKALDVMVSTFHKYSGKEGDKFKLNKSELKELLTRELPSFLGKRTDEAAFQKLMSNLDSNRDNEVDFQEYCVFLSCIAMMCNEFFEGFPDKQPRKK
#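 System – human S100A4 monomer protein, biochemical binding assay · Buffer or medium – Calcium-containing HEPES buffer, pH 7.2 · Timing – 5 min between mix addition and reading · Also added – TAMRA-labelled myosin IIA heavy-chain peptide probe, 5 nM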
# PAX8 reporter = inhibitors of PAX8-driven TPO luciferase reporter, primary screen, RMG-I cells, single concentration. SteadyGlo, 24 h. inhibition, % at 12.6 µM. hit rate 1.2% among 360,000;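 active means mean replicate inhibition at least 60% with every replicate also reaching 60%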;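 further: luciferase light reporting Pax8 driven TPO promoter activity; plate controls were median of neutral control wells for no effect and mitoxantrone controls for full effect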
# LGR2 antag = inhibitors of bursicon-induced LGR2 CRE-luciferase signal, primary screen, cell-based, HEK293, CRE-luciferase reporter, bursicon stimulation | bursicon-stimulated, 4 h | inhibition, % at 9.99 µM | hit rate 0.35% among 380,000 | Drosophila bursicon receptor LGR2 (rickets) | AID 720647, 2013;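 active means drop in luminescence signal, shown as inhibition above about 50% in the replicate tests, limit read from the data, passing the limit was not always enough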;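 further: agonist challenge used bursicon conditioned medium at about half maximal strength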
# Starred values were filed as active, the others as inactive; . = not tested or not shown. Compounds as they come; about 2.1% have a hit in one of these screens.
# Value order – PGC1a acetyl inh	ERAP1 HTS inh	PglD DTNB	PAX8 reporter	EWS-Fli inh	LGR2 antag	S100A4 inh HTS	FN deposit inh
C[C@H]1CCCCO[C@@H](CN(C)C(=O)NC2CCCCC2)[C@@H](C)CN([C@@H](C)CO)C(=O)c2cc(NS(=O)(=O)c3ccc(Cl)cc3)ccc2O1
  7	0	-3	32	6	2	-18	-13
CN1CCN(CCn2c(=S)[nH]c3ccccc3c2=O)CC1
  11	1	3	0	-20	3	3	3
COc1ccc(S(=O)(=O)Nc2ccc3c(c2)C(=O)N([C@H](C)CO)C[C@@H](C)[C@H](CN(C)C)OCCCC[C@@H](C)O3)cc1
  -10	2	8	-9	.	-14	-6	-14
CCc1ccc2[nH]c(=O)c(C(c3nnnn3Cc3ccc(OC)cc3)N3CCOCC3)cc2c1 (centres undefined)
  -8	.	-6	.	.	-8	.	0
Cc1ccc(-c2ccc(S(=O)(=O)Nc3cccnc3)cc2)cc1
  .	-3	2	-8	8	-16	3	-2
Cc1cccc(Nc2nc(-c3sc(C)nc3C)cs2)c1
  .	2	-4	-65	-43	-56	3	7
C[C@H]1CN([C@@H](C)CO)C(=O)c2cc(NC(=O)Nc3ccc4c(c3)OCO4)ccc2O[C@@H]1CN(C)C(=O)NC1CCCCC1
  6	0	-1	.	-19	-1	-7	.
CCCNC(=O)NC(=O)CSc1nnc(-c2c[nH]c3ccccc23)o1
  .	0	.	8	0	-1	-4	-2
Cc1ccc(S(=O)(=O)N[C@@H]2CC[C@H](CCNC(=O)c3ccc4c(c3)OCO4)O[C@H]2CO)cc1
  -4	-3	3	-19	-5	9	1	.
COC(=O)c1c(NC(=O)CSc2nnnn2-c2ccccc2)sc2c1CCC(C)C2 (centres undefined)
  .	1	.	.	1	15	-2	.
CCOc1ccc(/C=N/NC(=O)c2cc3c(OC)cc(OC)cc3[nH]2)cc1OC
  .	0	-5	28	19	-17	0	11
CCOC(=O)C(=Cc1ccc(-c2ccsc2C(=O)OC)o1)C(=O)OCC
  3	.	5	-24	.	.	.	-4
C[C@@H]1CN([C@@H](C)CO)C(=O)c2cc(NC(=O)NC3CCCCC3)ccc2O[C@H]1CN(C)Cc1ccc(C(=O)Nc2ccccc2N)cc1
  -4	-1	.	16	.	16	-1	16
C/C=C/c1ccc2c(c1)O[C@@H](CN(C)C(=O)c1ccc(F)cc1)[C@@H](C)CN([C@@H](C)CO)S2(=O)=O
  -19	1	1	2	8	-2	-5	-5
O=C(Nc1ccccc1C(=O)N1CCCC1)c1ccccc1
  -13	-1	-2	.	4	6	-4	.
NC(=S)N/N=C/C=C/c1ccccc1
  .	-1	.	-19	11	.	-7	-3
CCCNC(=O)N1CC2(CCN(C(=O)CCC)CC2)c2c(n(C)c3cc(OC)ccc23)[C@@H]1CO
  1	3	.	17	-2	-18	0	.
CCCNC(=O)C[C@H]1CC[C@H]2[C@H](COc3ccc(NC(=O)c4ccc5c(c4)OCO5)cc3C(=O)N2C)O1
  -3	3	1	-8	0	-21	-2	-1
Cc1cccnc1C1=NOC(Cc2ccccc2)C(=O)N1Cc1ccc(F)cc1 (centres undefined)
  .	.	-7	-6	-3	12	-1	17
CCCSc1nc2c(cnn2-c2ccc(C)c(C)c2)c(=O)[nH]1
  0	6	-1	7	2	15	-5	-1
C[C@@H]1CCCCO[C@@H](CN(C)C(=O)Nc2ccccc2)[C@@H](C)CN([C@@H](C)CO)C(=O)c2cc(NC(=O)Nc3cccc4ccccc34)ccc2O1
  -7	0	.	.	18	7	-7	-2
O=C(C[C@H]1CC[C@@H]2[C@H](COC[C@H](O)CN2C(=O)Nc2ccccc2)O1)NCCc1ccncc1
  1	1	1	-19	-45	-17	1	2
COC(=O)c1cnc(Nc2nc(C(N)COCc3ccccc3)cs2)nc1C(F)(F)F (centres undefined)
  15	-4	-14	-14	-7	.	-1	4
N#CCCN1CCC(N)=NC1=NC#N
  .	-3	.	-9	-11	11	-3	12
COC(=O)c1cc(OC)c(OC)cc1NC(=O)C1CCCO1 (centres undefined)
  -1	.	1	.	.	-3	.	-5
Cc1ccc(S(=O)(=O)N[C@H]2CC[C@@H](CCNC(=O)C3CC3)O[C@H]2CO)cc1
  -5	-1	-3	.	-3	-1	3	0
CO[C@@H]1CN(C)C(=O)c2cc(NC(C)=O)ccc2OC[C@H](C)N(C(=O)c2ccc(F)cc2)C[C@@H]1C
  -5	-1	2	.	0	7	-4	11
O=c1c2c3c(sc2ncn1/N=C/c1ccco1)CCCC3
  .	0	.	.	-21	-11	4	.
C=CCNc1ncnc2c1ncn2[C@H]1CN(CCc2ccccc2)C[C@@H](CO)O1
  1	-8	-3	6	2	-11	-13	-8
O=C(NC1CCCC1)C(c1ccc(F)cc1)N(Cc1ccccc1)C(=O)c1csnn1 (centres undefined)
  .	3	8	2	4	3	-1	-2

# Next section:
# Value order – PGC1a acetyl inh	ERAP1 HTS inh	PglD DTNB	PAX8 reporter	EWS-Fli inh	LGR2 antag	S100A4 inh HTS	FN deposit inh
COc1cccc(Nc2nc(N)nc(-c3oc4ccccc4c3C)n2)c1
  -8	.	5	.	.	-81	.	-5
Cc1cccc(C)c1NC(=O)CN(C)C(=O)c1cccc(NS(=O)(=O)c2ccccc2)c1
  13	0	1	-1	1	7	-5	5
COc1ccc(CN2C[C@H](O)COC[C@@H]3O[C@@H](CC(=O)N(C)C)CC[C@H]32)cc1
  -1	-1	-1	-15	-1	20	94*	-6
CCOc1ccc(CCNC(=O)COC(=O)c2ccc[nH]c2=O)cc1OCC
  -1	-12	-6	-2	-4	-5	-8	13
CN(C)c1cc[n+](CC(=O)Nc2ccccc2C(F)(F)F)cc1
  .	1	5	0	2	9	-7	4
COc1ccc(S(=O)(=O)N2CC=C(C(=O)NC3CCCC3)CC2)cc1
  -5	4	-2	-12	.	-1	-4	6
Nc1ncnc2c1ncn2[C@@H]1O[C@H](CNCc2cccc(C#Cc3ccccc3)c2)[C@@H](O)[C@H]1O
  -7	9	1	24	16	-8	-14	2
Cc1ccc(F)c([C@H]2[C@H]3C=CC[C@@H](C)[C@@H]3C(=O)N2Cc2ccccc2)c1
  .	0	3	-16	14	15	-1	-8
CCc1ccc(OCC(=O)NNC(=O)Cc2c(F)cccc2Cl)cc1
  .	-1	-5	-2	-3	-6	0	-1
CCN(CC(=O)Nc1ccccc1C(F)(F)F)C(=O)c1ccccc1Sc1ccccc1C#N
  20	3	-1	14	-3	5	-2	0
O=C(NCc1cccs1)c1cc(C2CC2)on1
  .	0	1	-70	-49	-49	-4	7
COc1cc(OC)c2c(-c3cccc(-c4cccc(C)c4)c3)cc(=O)oc2c1
  -60	.	-11	27	54*	4	3	.
COc1ccc(NC(=O)Nc2ccc(Cc3ccncc3)cc2)c(OC)c1
  -4	-2	5	-23	40	17	-5	.
Nc1nnc(CC(=O)N/N=C/c2ccc(-c3cccc(C(=O)O)c3)o2)s1
  6	1	-1	-11	-23	-20	0	5
CCOC(=O)[C@H]1[C@H]2COc3ccc(OC)cc3[C@@H]2N2C(=O)CN(Cc3ccccc3)C(=O)[C@@]12C
  7	.	10	-9	0	14	-2	-1
Cc1cccc(COC(=O)Nc2ccc(NC(=O)c3ccccc3Cl)cc2)c1
  .	1	.	-13	-4	11	1	7
CO[C@H]1CN(C)C(=O)c2cc(NC(=O)c3cnccn3)ccc2OC[C@@H](C)NC[C@@H]1C
  -2	0	6	.	-4	3	13	-6
Cc1cc2[nH]c(=O)cc(-c3ccccc3)n2n1
  .	2	0	1	-39	-7	0	3
COc1ccc(-c2noc(N3CCC(C(=O)NCCCN4CCCCC4)CC3)n2)cc1
  .	1	7	-20	-7	.	-2	6
CCN1CCN(S(=O)(=O)c2cccc(S(=O)(=O)N3CCOCC3)c2)CC1
  -3	1	.	-20	5	-1	10	1
CCCCNC(=S)Nc1ccc(Oc2ccccc2)cc1
  -19	-3	0	0	7	-1	8	.
CC(C)(C)CC(=O)N1CCN(c2ccc(S(=O)(=O)N3CCOCC3)cc2[N+](=O)[O-])CC1
  4	1	2	10	1	-8	1	-4
O=C1c2ccccc2C(Nc2ccc(S(=O)(=O)N3CCOCC3)cc2)N1c1cccnc1 (centres undefined)
  3	5	-2	-6	3	.	-4	10
COc1ccc(OCCC(=O)OCC(=O)NC(=O)NC(C)(C)C)cc1
  6	-1	-1	.	.	.	-12	.
CC(C)CC(NC(N)=O)C(=O)OCC(=O)Nc1ccc(SC(F)F)cc1 (centres undefined)
  -1	3	.	7	-32	4	-3	.
COC(=O)c1ccc(COC(=O)Cc2n[nH]c(=O)c3ccccc23)cc1
  .	3	.	-65	-3	0	2	1
CS(=O)(=O)N1[C@H](C#N)[C@@H](c2ccc(C#CC3CC3)cc2)[C@@H]1CO
  -12	2	4	0	3	-4	-4	3
Cc1c(OCc2ccc([N+](=O)[O-])cc2)ccc2c3c(c(=O)oc12)CCC3
  .	.	-1	-151	-111	-13	.	-4
Cc1c(C(=O)NC(=S)N(Cc2ccccc2)c2ccccn2)cccc1[N+](=O)[O-]
  -14	-5	.	-26	-23	-16	-3	9
O=C(COC(=O)Cc1cccs1)Nc1cc(S(=O)(=O)N2CCOCC2)ccc1Cl
  3	-2	4	-1	5	-23	8	-3

# Look-ups from the entries so far:
# Cc1cccc(COC(=O)Nc2ccc(NC(=O)c3ccccc3Cl)cc2)c1 | LGR2 antag: 11
# CC(C)(C)CC(=O)N1CCN(c2ccc(S(=O)(=O)N3CCOCC3)cc2[N+](=O)[O-])CC1 | PglD DTNB: 2
# COc1ccc(OCCC(=O)OCC(=O)NC(=O)NC(C)(C)C)cc1 | PGC1a acetyl inh: 6

# Following part
# Value order – PGC1a acetyl inh	ERAP1 HTS inh	PglD DTNB	PAX8 reporter	EWS-Fli inh	LGR2 antag	S100A4 inh HTS	FN deposit inh
COc1ccc(-c2ccc([C@H]3[C@H](C#N)N(C(=O)c4cccnc4)[C@H]3CO)cc2)cc1
  -12	1	0	-8	-6	1	-3	5
CC(C)CCNC(=O)/C=C/c1ccc(Br)cc1
  8	0	-5	-52	-38	.	1	-2
Cc1cc(OCC(=O)NCCc2ccc(S(N)(=O)=O)cc2)c2c(C)cc(=O)oc2c1
  2	1	1	-8	1	4	-1	-1
COc1ccc2c(C(=O)c3ccc(C)cc3)n(CCC(N)=O)[n+]([O-])c2c1
  2	-4	-4	-1	-4	5	-10	-5
CC(C)c1cn(CC[C@H]2CC[C@@H](NC(=O)C3CC3)[C@H](CO)O2)nn1
  7	-2	-6	6	-12	-5	9	0
CN(C)C=Nc1nonc1-c1ccc(Cl)cc1
  .	.	-14	10	-4	-11	-4	-9
CCOC(=O)c1c(C)[nH]c(C)c1S(=O)(=O)NCC1CCN(Cc2ccccc2F)CC1
  4	-2	-1	9	.	-15	-10	0
CN1C=CC(=O)[C@@H](O)[C@H]1c1ccccc1Br
  -9	1	0	-12	-4	6	-3	24

# No new results follow: entries from further up.
# Value order – PGC1a acetyl inh	ERAP1 HTS inh	PglD DTNB	PAX8 reporter	EWS-Fli inh	LGR2 antag	S100A4 inh HTS	FN deposit inh
CCOC(=O)c1c(C)[nH]c(C)c1S(=O)(=O)NCC1CCN(Cc2ccccc2F)CC1
  4	-2	-1	9	.	-15	-10	0
CN1C=CC(=O)[C@@H](O)[C@H]1c1ccccc1Br
  -9	1	0	-12	-4	6	-3	24

# Screens: PubChem BioAssay, Broad Institute
